TNF necrop inh: blocks TNF-alpha induced death of Jurkat FADD-/- cells; activation (protection from cell death), % at 10 µM; Jurkat FADD-/- TNF necroptosis rescue, ATP luminescence, 24 h; 0 = TNF only, 100 = no-TNF cells; actives 0.068% (n = 220,000);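 active means activation, meaning protection from cell death, of at least 50% relative to plate controls; inactive means activation below 50%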;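 further: necroptosis triggered by 40 ng/mL TNF-alpha added together with compound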
Runt-CBFb FRET: blocks binding of human RUNX1 Runt domain to CBFb; Q01196+Q13951; Cerulean-Runt/Venus-CBFb FRET ratio 530/480, 1 h; inhibition, % at 20 µM; actives 0.46% (n = 220,000); AID 1496;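 active means inhibition over about 50% at 20 µM in the single-dose screen, limit read from the data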;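 further: 0% = DMSO wells and 100% = excess unlabeled CBFb competitor control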
Target sequence (Q01196 whole entry, looked up, the tested form may be a part): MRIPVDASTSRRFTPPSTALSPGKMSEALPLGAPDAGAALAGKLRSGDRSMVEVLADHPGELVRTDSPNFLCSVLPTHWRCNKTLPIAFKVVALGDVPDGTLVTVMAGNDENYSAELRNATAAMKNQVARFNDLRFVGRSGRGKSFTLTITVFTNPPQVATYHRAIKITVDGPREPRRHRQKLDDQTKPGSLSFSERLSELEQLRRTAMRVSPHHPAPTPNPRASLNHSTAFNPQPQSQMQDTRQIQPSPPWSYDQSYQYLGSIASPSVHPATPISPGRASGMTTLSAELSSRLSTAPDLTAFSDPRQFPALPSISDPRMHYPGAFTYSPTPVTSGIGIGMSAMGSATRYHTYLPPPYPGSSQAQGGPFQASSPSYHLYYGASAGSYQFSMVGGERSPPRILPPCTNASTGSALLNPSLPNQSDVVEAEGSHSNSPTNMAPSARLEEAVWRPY
Target sequence (Q13951 whole entry, looked up, the tested form may be a part): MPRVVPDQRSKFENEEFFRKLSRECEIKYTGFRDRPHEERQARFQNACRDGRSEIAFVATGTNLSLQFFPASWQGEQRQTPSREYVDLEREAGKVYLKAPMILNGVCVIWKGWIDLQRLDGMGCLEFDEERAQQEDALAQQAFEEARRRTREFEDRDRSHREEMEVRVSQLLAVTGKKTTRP
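test system = Cerulean-tagged RUNX1 Runt domain (FRET donor) fusion protein | reagent = Venus-CBFb binding partner, 100 nM | incubation = protein complex preformed 1 h, compound exposure 1 h, room temperature, dark | detection = FRET fluorescence | read-out basis = loss of energy transfer signal | controls = 5 µM unlabeled CBFb as full-inhibition high control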
Runt-SMMHC FRET: inhibitors of human RUNX1 Runt domain binding to CBFb-SMMHC; Q01196+Q13951; Cerulean-Runt/Venus-CBFb-SMMHC FRET ratio 530/480, 1 h; inhibition, % at 20 µM; actives 0.74% (n = 220,000); AID 1434;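 active means mean inhibition across duplicate retests at 20 µM reaching about 50%, limit read from the data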;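 further: 0% = DMSO wells and 100% = wells with excess untagged CBFb-SMMHC; inhibitors lower the FRET ratio by blocking Runt binding to CBFb-SMMHC; some results filed as inactive read as strong as hits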
PGE2 EP2 inh: EP2 receptor (human) inhibition. P43116. C6 glioma cells expressing human EP2, cAMP TR-FRET; cells stimulated with saturating PGE2. inhibition, % at 25 µM. actives 0.52% (n = 260,000). AID 1422;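 active means percent inhibition above 40 after rounding to a whole number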;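 further: rat C6 glioma host cells with rolipram phosphodiesterase inhibitor present; the protocol text gives 20 µM as final concentration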
Hck Nef HTS: human Hck-Nef kinase inhibition; inhibition, % at 20 µM; AID 463187; actives 0.68% (n = 220,000); Recombinant Hck-YEEI plus Nef, Z-Lyte FRET kinase assay;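 active means Hck-Nef kinase inhibition above about 50%, limit read from the data; inactive means inhibition below that limit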;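 further: 0% = DMSO with Hck plus Nef and 100% = Hck alone without Nef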
L929 necroptosis: L929 zVAD cell death inhibition | L929 zVAD necroptosis rescue, ATP luminescence, 24 h; with zVAD 60 µM | viability rescue, % at 10 µM | actives 0.38% (n = 220,000);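 active means activation, scaled between plate controls, above about 75%, limit read from the data; inactive means activation under that limit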;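 further: 0% = zVAD with DMSO and 100% = DMSO alone without zVAD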
EP2 modulator: modulates human prostaglandin E2 receptor EP2 signaling. P43116. EP2-expressing cells, cAMP HTRF FRET, PGE2 co-stimulation. induction, % at 25 µM. actives 0.83% (n = 260,000). AID 940;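 active means compounds whose cAMP rise, as percent of the full-agonist control response, exceeds 60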;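 further: rat C6 glioma line stably carrying human EP2 under a CMV promoter; the protocol text gives 20 µM as final concentration; 100% = response of wells given 1 µM PGE2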
PERK inhibitor: blocks human PERK kinase; Q9NZJ5; CHO PERK-DD fusion, SEAP luminescence translation reporter; inhibition, % at 5.6 µM; actives 0.17% (n = 220,000); AID 1416;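 active means inhibition above the mean inhibition of all tested compounds plus 3 SD, set separately per screening campaign, cut at about 2.9% in these data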;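 further: PERK kinase domain activated by AP20187 dimerizer at 100 nM; 0% = DMSO with dimerizer and 100% = rapamycin at 8.4 µM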
RBBP9 inh: human RBBP9 hydrolase inhibition; O75884; recombinant RBBP9, FP-Rh probe fluorescence polarization; inhibition, % at 7.94 µM; actives 0.2% (n = 220,000); AID 1515;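 active means inhibition above the campaign mean of all tested compounds plus 3 SD, cut at about 14% in these data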;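 further: plate controls were DMSO wells with RBBP9 for no effect and wells lacking RBBP9 protein for full effect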
Target sequence (O75884 whole entry, looked up): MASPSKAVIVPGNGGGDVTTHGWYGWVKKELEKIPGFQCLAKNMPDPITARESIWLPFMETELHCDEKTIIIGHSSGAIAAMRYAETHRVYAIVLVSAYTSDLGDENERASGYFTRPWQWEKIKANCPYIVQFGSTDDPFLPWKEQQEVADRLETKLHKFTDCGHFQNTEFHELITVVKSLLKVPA
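Controls: DMSO-treated enzyme wells and wells lacking RBBP9 | Material: RBBP9 protein | Technique: Fluorescence polarization | Replication: Single well per compound, no replicates | Buffer or medium: Tris-NaCl-Pluronic buffer, pH 8.0 | Timing: 30 min compound preincubation, 45 min probe labeling, 25 °C | Read-out basis: Percent inhibition from mP, scaled between DMSO and no-protein wells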
* marks the source's active call; other numbers are inactive results; x = no result given; & = joins results of further samples.

SMILES	TNF necrop inh	Runt-CBFb FRET	Runt-SMMHC FRET	PGE2 EP2 inh	Hck Nef HTS	L929 necroptosis	EP2 modulator	PERK inhibitor	RBBP9 inh
CC1C/C(=N/Nc2ccc([N+](=O)[O-])cc2[N+](=O)[O-])CC(C)(C)C1 (stereo not drawn)	-0.4	-6	-9	9	-2	0.2	50	0.2	5
COc1ccc(C(=O)CSc2nc(C)cc(=O)[nH]2)cc1	0.8	-1	-2	15	-4	1.3	1	1.2	8
Cc1cc(C)c2[nH]c(=O)c(CN(Cc3cccs3)C(=S)NCC3CCCO3)cc2c1 (stereo not drawn)	5.3	-3	4	30&8	3	0.9	5&6	-0.6	-2
COC(=O)C1=C(C)N(C)C(=S)NC1c1ccc(OC)cc1OC (stereo not drawn)	0.6	-2	-1	9	18	-0.5	12	1.5	-2
CC(C)c1cccc(OCCCCN(C)C)c1	2.7	-2	2	10	3	-0.1	1	0.1	-9
O=C1CCCC2=C1C(c1ccc(O)cc1)c1c(ccc3ccccc13)N2 (stereo not drawn)	-1.7	13	33	7	38	-0.9	2	0.6	-5
CCSc1nnc(NC(=O)c2cccc3ccccc23)s1	0.6	0	2	9	1	0.4	7	0.1	0
CCC/C(=N\NC(=O)Cc1csc(N2CCOCC2)n1)c1ccccc1	1.2	1	-2	6	18	1.9	-24	0.3	-5
O=C1C(Cl)=C(NCC2CCCO2)C(=O)N1c1ccccc1 (stereo not drawn)	-1.1	-3	-4	7	0	-0.3	4	1.1	-6
CCOC(=O)c1c(CSc2ccccc2)oc2ccc(O)cc12	-0.7	-4	1	6	3	2.9	52	0.9	-14
COc1cccc(NC(=O)N2CCCc3ccccc32)c1	-0.1	4	-3	3	10	0.2	-35	-0.1	-2
O=C(N/N=C/c1cc([N+](=O)[O-])ccc1O)C1CCCCC1	-3.5	-1	-6	2	3	0.6	15	0.6	4

Of the compounds above, these have four or more nitrogen atoms:
SMILES	TNF necrop inh	Runt-CBFb FRET	Runt-SMMHC FRET	PGE2 EP2 inh	Hck Nef HTS	L929 necroptosis	EP2 modulator	PERK inhibitor	RBBP9 inh
CC1C/C(=N/Nc2ccc([N+](=O)[O-])cc2[N+](=O)[O-])CC(C)(C)C1 (stereo not drawn)	-0.4	-6	-9	9	-2	0.2	50	0.2	5
CCC/C(=N\NC(=O)Cc1csc(N2CCOCC2)n1)c1ccccc1	1.2	1	-2	6	18	1.9	-24	0.3	-5

Carrying on.
SMILES	TNF necrop inh	Runt-CBFb FRET	Runt-SMMHC FRET	PGE2 EP2 inh	Hck Nef HTS	L929 necroptosis	EP2 modulator	PERK inhibitor	RBBP9 inh
CCc1nc(NCc2ccco2)c2oc3ccccc3c2n1	-0.3	x	-1	11	1	1.2	-16	0.0	-1
COc1ccc2c(c1)C(=O)c1ccccc1CO2	1.8	12	-2	x	1	0.2	13	-0.3	10
Cc1ccc(Cn2c(-n3nc(C)cc3C)nc3c2c(=O)[nH]c(=O)n3C)cc1	-1.5	-4	0	5	4	-0.3	3	-1.1	-8
Fc1ccc(CNCc2ccc(Br)cc2)cc1	2.4	-2	-2	11	6	0.6	4	0.7	-7
Cc1ccc(-c2noc(-c3ccno3)n2)cc1	-0.4	1	2	2	8	-0.1	-4	0.0	0
CCN1CCN(Cc2c(O)ccc3c2O/C(=C\C=C\c2ccccc2OC)C3=O)CC1	1.2	-342	-208	7	-5	3.2	-10	-0.4	-2
CCOc1ccccc1NS(=O)(=O)c1cn(C)c(=O)n(C)c1=O	5.2	1	-3	9	9	0.5	7	2.1	-2
COC(=O)c1c(NC(=O)CSc2nnc(-c3ccco3)n2Cc2ccccc2)sc(C)c1C	0.8	-1	0	4	2	0.1	52	-0.1	-7
COc1ccc(-c2[nH]ncc2CN(CCO)CC23CC4CC(CC(C4)C2)C3)c(OC)c1	3.8	2	-1	4	16	0.6	-30	0.4	-1
O=C(OCn1nnc2ccccc2c1=O)c1ccc2ccccc2n1	-0.3	-2	-18	5	1	2.2	-17	0.4	-10
Cc1nc(N)ncc1Sc1ccccc1	-2.0	1	-1	11	14	0.4	-3	1.0	0
O=C(CCc1ccccc1)NNC(=O)C12CC3CC(CC(C3)C1)C2	1.3	-2	-5	4	-2	1.0	4	-0.3	-16
Cc1ccccc1C(=O)NNC1CC(=O)N(c2ccc3c(c2)OCCO3)C1=O (stereo not drawn)	0.2	0	4	10	6	0.5	6	1.0	2
C[C@H](N)C(=O)OCc1ccc([N+](=O)[O-])cc1	0.7	-2	-2	0	2	0.5	1	0.4	-4
O=C(Nc1ccc(CN2CCOCC2)cc1)c1ccc(-c2ccc(Cl)cc2Cl)o1	0.7	3	-3	5	21	6.7	-37	-1.4	-19
COCCOC(=O)c1c(C)oc2cc(Br)c(OCC(N)=O)cc12	0.8	-4	1	3	2	0.7	6	0.6	-3
O=C(c1ccccc1Sc1ccccc1[N+](=O)[O-])N1CCCCC1	0.3	1	-2	4	27	-0.5	15	1.0	3
CCOC(=O)c1c(C)c(C(=O)NC(C)COC)c(C)n1C (stereo not drawn)	0.7	-1	0	3	-9	1.2	24	0.1	-3
O=C1CSC(c2ccncc2)N1Cc1ccco1 (stereo not drawn)	0.2	0	0	11	7	1.0	23	0.9	10
Cc1c(N=C/C=C2/N(C)c3ccccc3C2(C)C)c(=O)n(-c2ccccc2)n1C	-0.5	-3	-1	12	3	-0.1	-10	0.0	3
CCOc1ccccc1N(CC(=O)N1CCOCC1)S(=O)(=O)c1ccc(SC)cc1	-1.3	1	-1	11	7	0.4	30	0.0	-6
Cc1cc(C)c(C(=O)CSc2nc(C)cc(C)c2C(N)=O)c(C)c1	1.9	-1	2	9	3	-1.2	4	0.5	0
Cc1ccccc1NC(=O)c1csc2c1CCCC2	-4.3	-2	-6	7	2	0.0	-19	1.0	-4
COC(=O)c1c(-c2ccccc2)csc1NC(=O)CSc1ncnc2sc(C)c(C)c12	-6.7	-1	1	12	0	-0.1	26	0.7	-4
CCCn1c(=O)[nH]c(=O)c2c1nc(-c1cccs1)n2CCOC	-0.1	-4	2	1	21	5.6	23	-0.5	2
Nc1nccc(/C=C/c2c(Cl)cccc2Cl)n1	-22	5	2	10	19	-2.1	-11	1.2	-10
Cc1noc(/C=C/N(C)C)c1S(=O)(=O)N1CCC(C(=O)O)CC1	0.6	-4	-4	7	-8	-0.9	14	-1.2	-8
O=C1CCCc2c1[nH]c1ccc(Cl)cc21	-1.0	-2	12	x	10	1.5	-61	0.4	-10
Cc1ccc(-c2c(C)sc(NC(=O)C3C4CCC(O4)C3C(=O)O)c2C(=O)OC(C)C)cc1 (stereo not drawn)	-1.8	-7	-7	13	2	0.4	24	0.8	2
Nc1nc(-c2ccccc2)nn1C(=O)c1ccco1	-1.3	-1	0	9	13	0.8	31	1.1	-8
CN(C)S(=O)(=O)c1ccc(N2CCOCC2)nc1	-2.0	0	-1	7	7	0.8	-2	1.6	1
O=C(N/N=C/c1ccc(COc2ccc(Br)cc2)o1)c1ccco1	1.2	-3	-1	3	4	0.2	-21	0.7	3
CCOc1ccc(/C=C/C(=O)Nc2ccc(OC)cc2[N+](=O)[O-])cc1	-3.9	-18	-28	14	0	-0.1	-23	1.1	-8
O=C(CSc1nnc(-c2ccco2)o1)NC(=O)Cc1ccccc1	-0.4	0	-2	6	-1	-0.3	-15	2.9	-3
Cc1c2c(nc3nc4ccccc4n13)CCCC2=O	0.2	-2	-6	6	-2	1.0	-5	0.7	-6
CN1CCN(Cc2nc3ccccc3c(=O)n2Cc2nc(-c3ccccc3F)cs2)CC1	2.6	8	12	13	1	3.5	0	-0.9	-6
CCn1c(CSc2nc3ccccc3s2)nnc1SCC(=O)NCC(=O)OC	-0.7	0	1	8	-23	0.0	6	-0.9	-1
Cc1ccc(OCC(=O)Nc2ccccc2-c2ccccc2)cc1	-3.0	x	0	-2	0	0.3	60	0.0	-1
CCCc1c(C)[nH]c2ccc(NC(C)=O)cc2c1=O	-0.6	0	-15	5	0	0.4	16	0.6	4
c1coc(CNc2nc(N3CCCCC3)nc3ccccc23)c1	2.9	3	-1	10	-13	-0.1	-4	-1.1	4
CCOC(=O)c1sc(/N=C/N(C)C)nc1C	1.3	0	1	5	2	0.6	11	0.0	-3
CC(Nc1cccc2ccccc12)C(=O)N/N=C/c1ccccn1 (stereo not drawn)	-2.2	2	1	17	-1	-0.7	-34	0.3	8
CCOc1cc2c(cc1OCC)C(c1ccc(OC)c(OC)c1)N(c1ccc(C(=O)O)cc1)C(=O)C2 (stereo not drawn)	0.5	-1	0	10	10	1.1	-6	-0.7	-4
O=[N+]([O-])c1ccc(Nc2ccccn2)c([N+](=O)[O-])c1	-0.8	2	-4	4	14	-1.2	-9	1.0	-2
O=C(Nc1ccccc1N1CCOCC1)C1(c2ccc(Cl)cc2)CCC1	-1.0	-2	-3	2	-2	-0.5	25	0.3	2
Cc1cc(C)cc(NC(=O)N2CCN(C/C=C/c3ccccc3)CC2)c1	1.8	-1	0	7	3	0.9	-29	1.7	3
CCc1nnc(NC(=O)CSc2nc3c(c(=O)n2-c2ccccc2OC)SCC3)s1	0.7	2	-1	13	-1	-0.8	14	0.3	-5
O=C(CCC1CCCN(C(=O)c2ccsc2)C1)NCc1ccc(F)c(F)c1 (stereo not drawn)	2.0	0	1	2	-4	1.5	-6	-0.4	-1
O=C(Cn1nc(C(=O)O)c2ccccc2c1=O)c1c[nH]c2ccccc12	-0.8	0	-3	31	20	66	-33	-1.6	-16
Cc1oc(C(C)(C)C)cc1C(=O)N1CCN(c2ncccc2C(F)(F)F)CC1	2.1	-6	-5	15	2	-0.1	13	0.6	1
CCOc1ccc(OCC)c(NC(=O)CCSCCc2ccccn2)c1	1.5	0	1	1	-25	-0.3	12	1.9	5
Cc1ccccc1CN1CCN(C(=O)c2cccc(F)c2)CC1	-0.7	-1	0	15	1	-0.2	12	-0.1	-9
O=C(O)/C=C/C(=O)N1CCN(C(=O)/C=C/C(=O)O)CC1	0.9	0	2	7&3	1	0.8	-8&18	0.1	-2
COC(=O)c1ccc(NC(=O)c2ccc(NC(=O)C3CCCO3)cc2)cc1 (stereo not drawn)	-1.7	1	-2	3	20	0.7	-34	-0.4	-12
CO/N=C\Cc1oc(=O)c(NC(=O)c2ccccc2)cc1C(=O)OC	0.4	-1	-14	7	-2	0.4	21	-0.4	8
CC(C)(O)c1ccc2c(c1)CCC1C(C)(C(=O)O)CCCC21C (stereo not drawn)	0.2	-1	0	8	36	-0.2	20	x	x
CNC(=O)c1snnc1-c1ccccc1	1.0	2	-3	12	-18	0.4	2	2.0	-5
CCOc1ccc(C2C(C#N)=C(N)SC(N)=C2C#N)cc1OC	0.3	6	-7	7	6	10	-2	-0.3	-7
Cc1ccc(C2=NN=C(NC(=O)CSc3nc(C)cc(C)n3)SC2)cc1	-3.3	9	46	7	0	-0.8	-1	-0.2	-16

Assay outcomes deposited in PubChem by several laboratories.

A portion of the library (hit frequency here may not be typical).
